# Imprint erasure: genomic imprint erasure induction; Potency, µM (top dose mostly 60.7 µM), without a hit: at the highest dose activity change, positive = activation, most hits filed as activators; mouse ES Peg3-LacZ reporter, beta-gal luminescence, 40 h; 110,000 compounds, 0.02% hits;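 note: 0% = negative control wells on the plate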
#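 Gelatin-coated wells received 300 freshly trypsinized female ES cells with a Peg3LacZ-Neo reporter on the maternal allele, then incubated 40 hours at 37C. BetaGlo was added for 5 minutes at room temperature before a single luminescence read.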
# p53ts 39C kill: cytotoxicity in p53ts cells at nonpermissive temperature | H1299-p53A138V viability at 39C, ATP luminescence, 24 h | Potency, µM (top dose mostly 46.1 µM), for the others: at the top dose activity change, negative = cell killing, actives largely listed as cytotoxic | 130,000 compounds, 1.5% hits | AID 902; note: nearly all actives have a fitted effect of over 55% in size
# IkB signaling: IkB pathway inhibition in ABC-DLBCL cells | ABC-DLBCL IkBa-CBG/CBR dual luciferase ratio, 4 h; response scale: scaled: untreated 0%, proteasome inhibitor 100% | Potency, µM (top dose mostly 57.1 µM), inactives show top-dose IkBa stabilization activation | 110,000 compounds, 0.04% hits | AID 445; active = well fitted curve in the direction sought with a large enough effect in the signal ratio, not every such curve was filed as active; inconclusive = small, poorly fitted or top-dose-only effect, or a change in a side signal; the % refers to the signal ratio;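 note: the direction sought is a rising ratio; 0% = basal untreated cells and 100% = reference inhibitor full response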
#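 Luminescence ratio of IκBα-fused green versus native red beetle luciferase in OCI-Ly3 cells, 4 h post-doxycycline with compound; red signal alone, scaled from basal (0%) to zero light (-100%), flagged nonspecific or cytotoxic effects.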
# p53ts 32C kill: kills p53ts cells at the permissive temperature; Potency, µM (highest dose often 46.1 µM), inactives show top-dose activity change, negative = cytotoxicity, usual class: cytotoxic; H1299-p53A138V at 32C, ATP luminescence viability, 24 h; 130,000 compounds, 0.93% hits;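 note: 0% = DMSO and -100% = full killing by reference compound; nearly all actives have a fitted effect of over 55% in size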
#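 ATP-content luminescence (ATPlite) read-out after 24 h compound exposure at 32C in H1299-p53A138V cells (600/well). Tested up to 46 uM. Normalized to DMSO (0%) and 100 uM tamoxifen (100% killing); Hill-fit AC50.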
# * = called active by the depositor; ? = inconclusive; . = not tested or not shown; [ ] = another dose, or the depositor's remark. Unless noted, calls come from the whole dose curve; as a rule, active = well fitted curve in the direction sought with a large enough effect; inconclusive = small, poorly fitted or top-dose-only effect, or another doubt; inactive = no such curve, though single readings can be large; an effect the other way counts as inactive or inconclusive. Unless noted, % is set by controls: 0 for no effect and ±100 for the full control effect; potency is the fitted concentration of half-maximal effect. Outcome played no part in choosing rows; 1.7% or so of the library scored in one or more.
SMILES,Imprint erasure,p53ts 39C kill,IkB signaling,p53ts 32C kill
COC(=O)C/C(C)=N/Nc1ccc(S(=O)(=O)N2CCCC2)cc1[N+](=O)[O-],.,142%[activator],.,-24%
COc1ccc(-c2nc(CN3CCC(C(=O)NC(C)C)CC3)c(C)o2)cc1OC,-9%,-6%,0.4%,-6%
Cc1cc(-c2ccccc2)nc(N2CCC(C(=O)NC(C)C)CC2)n1,15%,-2%,-0.4%,8%
COc1ccc(N(C(=O)c2cccc(C)c2)S(=O)(=O)c2ccc(C)cc2)cc1,-13%[10.9 µM],8%,2.7%,3%
c1ccc(OCc2nn3c(-c4n[nH]c5c4CCC5)nnc3s2)cc1,-11%,9%,-3.8%,4%
CCOc1ccc(-c2cc(CCCC(=O)NCCc3ccc(OCC)c(OCC)c3)no2)cc1,-9%[10.9 µM],-9%,?,4%
COc1cccc(CNC(=O)c2cc3c(s2)-c2c(C)cccc2OC3)c1,-6%[10.9 µM],-20%,?,3%
O=C(Cn1c(=O)n(CCCS(=O)(=O)C2CCCCC2)c(=O)c2ccccc21)Nc1ccccc1F,-8%[10.9 µM],-12%,4.3%,0%
O=C(C1CCC(CNS(=O)(=O)c2ccc(Br)s2)CC1)N1CCN(c2ccccc2Cl)CC1 (stereo unspecified),-8%[10.9 µM],29%,?,5%
CCOC(=O)c1ccccc1NC(=O)Nc1cc2c(cc1N1CCCCC1)n(C)c(=O)n2C,-8%[10.9 µM],24%,-1.6%,2%
c1ccc(Cn2nnnc2C(c2cccnc2)N2CCN(c3ccccc3)CC2)cc1 (stereo unspecified),-17%,-5%,2.0%,-3%
O=C(c1cc2c(=O)oc3ccccc3c2s1)N1CCN(c2ccccn2)CC1,-4%,6%,0.4%,-5%
COC(=O)c1cn(C(C)C(=O)NCc2ccco2)c2ccccc12 (stereo unspecified),-7%,-4%,-0.2%,12%
COC(=O)c1c(C)cc(OC)cc1O,-13%,13%,.,0%
Cc1cc(C)nc(N2CCCC(C(=O)NCCc3ccccc3F)C2)n1 (stereo unspecified),9%,-3%,0.1%,7%
CCOC(=O)c1nnc2c(Br)c(-c3ccccc3)nn2c1C,.,-1%,.,-2%
COc1ccc(NC(=O)c2ccc(S(=O)(=O)N3CCOCC3)cc2)c(OC)c1,-8%,1%,1.0%,3%
COC(=O)c1cc(OC)c(OC)cc1NC(=O)c1c(C)noc1C,2%,6%,0.3%,4%
CN(C)c1ccc(-c2nn3c(-c4cccnc4)nnc3s2)cc1,-4%,4%,-2.5%,8%
Cc1cc(C)c2nc(N3CCC(C(=O)N4CCN(c5ncccn5)CC4)CC3)sc2c1,-20%,-7%,-1.5%,-2%
Cc1ccc(OCCOCCn2ccnc2)c(Br)c1,-21%,-11%,-2.8%,6%
O=C(Cc1ccccc1)Nc1nnc2n1CCS2,19%[10.9 µM],0%,-1.8%,-1%
CS(=O)(=O)N(CC(=O)NCc1cccnc1)Cc1ccc(Cl)cc1,-13%,13%,-0.3%,4%
Cc1ccccc1NC(=O)c1cc(S(=O)(=O)N2CCOCC2)ccc1F,-4%,-4%,1.1%,3%

# Brought forward from above: 4 entries, then new ones.
SMILES,Imprint erasure,p53ts 39C kill,IkB signaling,p53ts 32C kill
Cc1ccc(OCCOCCn2ccnc2)c(Br)c1,-21%,-11%,-2.8%,6%
O=C(Cc1ccccc1)Nc1nnc2n1CCS2,19%[10.9 µM],0%,-1.8%,-1%
CS(=O)(=O)N(CC(=O)NCc1cccnc1)Cc1ccc(Cl)cc1,-13%,13%,-0.3%,4%
Cc1ccccc1NC(=O)c1cc(S(=O)(=O)N2CCOCC2)ccc1F,-4%,-4%,1.1%,3%
CCOC(=O)C1CCN(C(=O)c2cnn(-c3ccc(F)cc3)c2-n2cccc2)CC1,-3%[10.9 µM],-3%,0.2%,9%
Cc1ccc(S(=O)(=O)NCCCC(=O)C=[N+]=[N-])cc1,-10%,6%,0.4%,0%
CCn1cc2nc(SCc3ccccc3Cl)n(CCc3ccccc3)c(=O)c2n1,-9%[10.9 µM],-22%,?,-1%
OCCNCCCCCOc1ccc(F)cc1,-28%,-2%,2.2%,-7%
CCCC(=O)c1c(NC)cc(C)oc1=O,.,1%,.,1%
Cc1ccc(NC(=O)CSc2nc(-c3cccs3)cc(C(F)(F)F)n2)cc1C,-10%[10.9 µM],-15%,?,8%
COc1ccc(/C=C(\C#N)c2nc(-c3ccc(Cl)c(Cl)c3)cs2)cc1OC,-7%[10.9 µM],17%,-1.1%,7%
O=c1c(CCc2ccccc2)nc2cnc(N3CCOCC3)nc2n1-c1ccccc1,-6%,2%,-2.5%[11.4 µM],1%
N#Cc1ccccc1-c1ccc2ncnc(N3CCNCC3)c2c1,?,6%,-1.6%[11.4 µM],6%
CC(C)(C)CC(C)(C)c1ccc(OCOCCOCCO)c(Cc2cc(C(C)(C)CC(C)(C)C)cc(Cc3cc(C(C)(C)CC(C)(C)C)ccc3OCOCCOCCO)c2OCOCCOCCO)c1,7%[16.8 µM],1%[20.6 µM],0.4%[25.6 µM],-7%[20.6 µM]
O=C(NCCc1ccccc1)c1c[nH]c2ccc(S(=O)(=O)Nc3ccc(F)cc3F)cc2c1=O,-9%[10.9 µM],-15%,-1.8%,13%
CCOc1ccccc1C(=O)Nc1ccc(S(=O)(=O)Nc2onc(C)c2C)cc1,14%[10.9 µM],-5%,-4.8%,-2%
O=C1c2sc3nc4c(c(=O)n3c2C(=O)N1c1ccccc1)CCC4,-4%,8%,1.5%,3%
COCc1nnc(NC(=O)CSc2ccccc2)s1,-4%,5%,3.6%,11%
CCOC(=O)C1CCCN(c2c(NCCCN(C)c3ccccc3)c(=O)c2=O)C1 (stereo unspecified),-6%,1%,-0.4%,-2%
CCC(C(=O)Nc1cc(Cl)ccc1OC)n1nc(-c2ccccc2)ccc1=O (stereo unspecified),-8%[10.9 µM],-13%,?,11%
CCOCCc1nn2c(=O)cc(COC(=O)c3ccc(NC(=O)c4ccc(F)cc4)cc3)nc2s1,13%[10.9 µM],-9%,0.0%,-2%
Cc1nc2ccccn2c1/C(O)=C1\C(=O)C(=O)N(CCN2CCOCC2)C1c1cccnc1 (stereo unspecified),-14%,-2%,-2.1%,2%
COc1ccc(NC(=O)c2sc3nc4c(cc3c2N)CN(Cc2ccccc2)CC4)c(OC)c1,-9%[10.9 µM],-18%,-1.6%,1%
COc1cc2c(cc1OC)C(COc1ccccc1OC)N(C(=O)COc1ccc(Cl)cc1)CC2 (stereo unspecified),-13%[10.9 µM],-19%,?,1%
Cc1ccc(SCCC(=O)N2CCC(C(N)=O)CC2)cc1,-15%,2%,-1.0%,-5%
O=C(Cn1c(=O)oc2cc(Cl)ccc21)Nc1cccc(C(F)(F)F)c1,-12%[10.9 µM],15%,-1.9%,3%
O=c1cc(-c2ccccc2)nc(SCc2nc(-c3ccc(C(F)(F)F)cc3)no2)[nH]1,-6%[10.9 µM],-7%,1.4%,11%
Cc1cc2ccccc2n1CCNC(=O)c1ccc(S(=O)(=O)N2CCOCC2)cc1,-32%[inhibitor],-9%,2.6%,-2%
O=C(Nc1ccc(F)cc1F)c1ccc(-c2ccccc2)s1,-40%[inhibitor][10.9 µM],-15%,?,-13%
O=C(Oc1ccccc1)N1CCC2(CCCN(c3ccccn3)C2)CC1,.,-16%,1.0%[11.4 µM],-11%
Cc1csc(NC(=O)c2cccc(S(=O)(=O)N3CCCCC3)c2)n1,-14%,-8%,?,7%
CC(C)n1c(SCC(=O)N2c3ccccc3Sc3ccccc32)nc2c1c(=O)n(C)c(=O)n2C,-6%,-20%,-1.5%,8%
COc1ccccc1NC(=O)CSC1=Nc2ccccc2C2=NC(CC(=O)NCCc3ccccc3)C(=O)N12 (stereo unspecified),8%[10.9 µM],-4%,-0.4%,10%
CCCCn1c(NC(=O)c2ccccc2Cl)c(C#N)c2nc3ccccc3nc21,-16%,30%[activator],?,23%
CCN1CCc2nc3sc(C(=O)Nc4ccccc4OC(F)(F)F)c(N)c3cc2C1,-8%[10.9 µM],-29%,0.2%,5%
CC(C)=CC/C=C1\CCC(C(=O)O)C(C(=O)O)C1 (stereo unspecified),2%,5%,2.1%,1%
Cc1ccc(Cn2c(C)c3cnn(CC(=O)O)c(=O)c3c2C)cc1,-10%[10.9 µM],0%,-0.1%,-7%
CCOCCSC1=C(C#N)C(c2cccs2)C(C(C)=O)=C(C)N1 (stereo unspecified),0%,8%,-1.2%,3%
CCCSc1ncc(Cl)c(C(=O)Nc2sc3c(c2C(=O)OC)CCCC3)n1,8%[10.9 µM],22%,-0.7%,17%
Cc1ccc(N2C(=O)CSC2c2cccs2)cc1 (stereo unspecified),4%,11%,1.3%,-6%
Cc1ccc(-n2nc(C)c3c(C)cc(=O)n(CC(=O)Nc4ccc(Br)cc4F)c32)cc1,-6%[10.9 µM],-23%,-2.0%,2%
O=C(Nc1ccc(F)cc1Cl)n1ncc2cc(Cl)ccc21,-13%[10.9 µM],-9%,?,1%
O=C(CSc1ccccn1)Nc1nncs1,.,7%,.,4%
Fc1ccc(-c2nc3n(n2)Cc2ccccc2-3)cc1,-94%[inhibitor],?,12%,16µM*
CCOc1ccc(-c2nnc(SCC(=O)NCc3ccccc3Cl)o2)cc1,-10%[10.9 µM],-26%,0.8%,-20%
Cc1nc2ccccc2nc1OCC(=O)N1CCN(c2ccccc2)CC1,-16%,-8%,1.3%,13%
Cn1c(=O)oc2cc(S(=O)(=O)N3CCC(N4CCCCC4)CC3)ccc21,-7%,6%,4.0%,-4%
CCN(CC)CCOC(=O)[C@@H](c1ccccc1)C1CCCCC1,-2%[16.8 µM],6%[20.6 µM],-1.8%[25.6 µM],-10%[20.6 µM]
CC(C)C(=O)Nc1nc2c(ncn2C2CC(O)C(CO)O2)c(=O)[nH]1 (stereo unspecified),-1%,-2%,0.1%,2%
CCc1nc2ccccc2n(CCOCCOCCn2c(=O)c(CC)nc3ccccc32)c1=O,0%,-6%,-1.5%,7%
COc1cccc(C2C(C(=O)c3ccc(C)o3)=C(O)C(=O)N2CCCN(C)C)c1 (stereo unspecified),-8%,3%,1.1%,0%
COc1ccc(Cn2c(=O)c3ccccc3n3c(-c4cccc(OC)c4OC)nnc23)cc1,-18%[10.9 µM],3%,-1.6%,-6%
O=C(CCCNS(=O)(=O)c1cccs1)N1CCN(c2ccc(F)cc2)CC1,-8%,4%,3.4%,-14%
COc1cc(Cl)c(C)cc1NC(=O)CSC,3%,3%,-0.9%,11%
CNCC[C@H](Oc1ccccc1OC)c1ccccc1,-17%,-16%,0.6%,-3%
N#C/C(=C1/CCCCCN1)c1nnc2n1CCCCC2,-8%,6%,-1.2%,-2%
COc1ccccc1OCc1ccc(C(=O)Nc2ccncc2)o1,17%,8%,?,9%
O=C(O)c1cccc(C(=O)O)c1S(=O)Cc1ccccc1 (stereo unspecified),1%[10.9 µM],6%[9.22 µM],0.0%[11.4 µM],-4%[9.22 µM]
c1ccc(-n2ncc3c(NC4CCCC4)ncnc32)cc1,-17%[10.9 µM],10µM*,4.4%,13µM*
CCn1c(SCC(=O)Nc2cc(NC(C)=O)ccc2OC)nnc1-c1ccccn1,-12%,13%,0.5%,5%
COC(=O)c1ccccc1NC(=O)c1ccc2c(Cl)c3c(nc2c1)CCCC3,4%[10.9 µM],-6%,?,-3%
COC(=O)c1c(NC(=O)c2ccc(OC)cc2OC)sc2c1CCCCC2,-10%[10.9 µM],7%,?,15%
O=C(COc1ccccc1)Nc1ccc(S(=O)(=O)NCc2ccco2)cc1,.,-11%,14%,-6%
C=CCOc1c(CNc2ccc(S(N)(=O)=O)cc2)cccc1OC,.,-3%,.,7%
O=C(NCC(c1cccnc1)N1CCN(c2ccc(F)cc2)CC1)c1ccc(F)cc1 (stereo unspecified),?,-1%,-0.4%,3%
COC(=O)c1cc(-c2c(C)oc3cc(O)ccc3c2=O)c(C)o1,-2%,-1%,0.4%,10%
COc1cccc(CNC(=O)c2nn(-c3ccccc3Cl)nc2CO)c1,-5%[10.9 µM],-3%,?,-6%

# High-throughput results: PubChem, National Center for Advancing Translational Sciences (NCATS)
